Compound activity (PubChem BioAssay)
CHOP UPR activ = activators of apoptotic CHOP UPR arm, primary screen, cell-based, CHO-CHOP luciferase reporter, luminescence, uHTS. UPR activation; percent of tunicamycin response over DMSO baseline. activation, % at 10 µM. hit rate 0.34% among 330,000. AID 449763, 2010;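 active = at 10 µM dose, activation of 40% or more, normalized to positive control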;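 also: 100% = tunicamycin at 10 µg/mL and 0% = DMSO alone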
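Evaluation: % reporter activation, DMSO baseline versus tunicamycin full activation; System: CHO-CHOP luciferase reporter cell line; Input: 500 cells/well; Incubation: 6 h compound treatment, 37 °C; Measured by: Steady-Glo luciferase luminescence; Dosing: one dose, 10 µM in 0.5% DMSO; Buffer or medium: F12 medium, 10% FBS; Benchmarks: positive tunicamycin 10 µg/mL, negative DMSO alone.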
TIM10 inh = growth inhibitors of isogenic TIM10 control yeast, primary screen, counter-screen for tim10-1 yeast inhibitor project, luminescence, uHTS; hit rate 1.4% among 330,000; S. cerevisiae TIM10 strain growth, BacTiter-Glo luminescence, 24 h; inhibition, % at 10 µM;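 active = inhibition of 40% or more at the single tested concentration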;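 also: wild-type TIM10 isogenic control strain grown at permissive 25 °C; 0% = DMSO yeast wells and 100% = minimal medium wells without yeast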
tim10-1 inh = growth inhibitors of tim10-1 mutant yeast, primary screen, luminescence, uHTS; S. cerevisiae tim10-1 ts strain growth, BacTiter-Glo, 24 h; inhibition, % at 20 µM; hit rate 2.2% among 330,000;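 active = inhibition of at least 40%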;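 also: mutant grown at 25 °C; 0% = DMSO wells with yeast and 100% = wells holding no yeast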
XBP1 UPR activ = activators of adaptive XBP1 UPR arm, primary screen, cell-based, CHO-XBP1 luciferase reporter, luminescence, uHTS | IRE1-XBP1 UPR activation; percent of tunicamycin response, DMSO as zero | activation, % at 20 µM | hit rate 0.33% among 330,000;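 active = versus positive control, 20 µM dose yields 30% or more activation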;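 also: 100% = tunicamycin at 10 µg/mL and 0% = DMSO only wells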
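Material: IRE1-XBP1 luciferase reporter CHO line / Quantity: one thousand reporter cells per well / Buffer or medium: F12 with 10% serum / Compound: 20 µM single concentration, DMSO 1% / Times: 6 h treatment, 37 °C / Detection: Steady-Glo luciferase glow luminescence, 10 min after reagent addition / Benchmarks: tunicamycin high, DMSO low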
tim23-1 inh = growth inhibitors of tim23-1 mutant yeast, primary screen, luminescence, uHTS; inhibition, % at 20 µM; S. cerevisiae tim23-1 growth, BacTiter-Glo luminescence, 24 h; hit rate 1.3% among 330,000;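 active = growth inhibition of the mutant yeast at or above 50%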;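 also: temperature-sensitive mutant grown at 25 °C; plate controls were DMSO-treated mutant yeast for no effect and medium wells lacking yeast for full effect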
Mdm2-MdmX inh = inhibitors of human Mdm2-MdmX association, primary screen, cell-based, luminescence, split luciferase, SaOS-2, uHTS; SaOS-2 split-luciferase Mdm2/MdmX complementation; inhibition, % at 8 µM; hit rate 3% among 330,000; AID 485346, 2010;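 active = inhibition of at least 50% at 8 µM in the primary screen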
Target sequence (O15151 whole entry, looked up): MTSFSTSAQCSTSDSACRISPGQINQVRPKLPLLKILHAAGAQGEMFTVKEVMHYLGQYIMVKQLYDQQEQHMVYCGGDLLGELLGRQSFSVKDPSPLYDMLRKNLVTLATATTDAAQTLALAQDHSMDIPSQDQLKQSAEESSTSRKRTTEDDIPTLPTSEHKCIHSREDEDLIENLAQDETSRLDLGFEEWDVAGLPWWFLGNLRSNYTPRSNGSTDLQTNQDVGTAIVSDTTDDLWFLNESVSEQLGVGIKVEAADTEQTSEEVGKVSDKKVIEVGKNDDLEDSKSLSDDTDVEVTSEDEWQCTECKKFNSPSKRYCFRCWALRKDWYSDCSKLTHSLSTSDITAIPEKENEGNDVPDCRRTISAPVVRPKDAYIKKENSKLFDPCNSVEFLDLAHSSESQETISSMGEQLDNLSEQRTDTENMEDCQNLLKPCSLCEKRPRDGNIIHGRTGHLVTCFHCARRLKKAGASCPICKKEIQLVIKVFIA
Target sequence (Q00987 whole entry, looked up): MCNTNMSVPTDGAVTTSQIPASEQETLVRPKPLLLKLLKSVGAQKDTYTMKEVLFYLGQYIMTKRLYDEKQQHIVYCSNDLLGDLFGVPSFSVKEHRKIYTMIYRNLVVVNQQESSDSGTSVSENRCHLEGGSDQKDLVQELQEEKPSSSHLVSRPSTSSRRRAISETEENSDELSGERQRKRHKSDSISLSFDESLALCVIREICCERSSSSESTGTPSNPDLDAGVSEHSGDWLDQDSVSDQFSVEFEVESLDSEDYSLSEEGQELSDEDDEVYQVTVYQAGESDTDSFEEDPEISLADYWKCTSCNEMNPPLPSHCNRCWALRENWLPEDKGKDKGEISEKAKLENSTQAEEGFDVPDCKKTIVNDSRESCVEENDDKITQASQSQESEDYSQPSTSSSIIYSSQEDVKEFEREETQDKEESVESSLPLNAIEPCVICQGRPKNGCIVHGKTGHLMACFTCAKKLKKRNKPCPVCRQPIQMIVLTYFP
697 NFkB inh = inhibitors of PMA/ionomycin-induced NF-kB reporter, 697 cells, primary screen, B-cell NF-kB inhibitor project, cell-based, luminescence, uHTS. inhibition, % at 4 µM. 697 B-cell NF-kB luciferase reporter, 16 h. hit rate 0.33% among 330,000; in the data active = inhibition above about 35%
Jurkat NFkB inh = inhibitors of induced NF-kB luciferase reporter, primary screen, TCR NF-kB activation inhibitor project, cell-based, luminescence, uHTS; hit rate 0.53% among 330,000; inhibition, % at 4 µM; AID 435003, 2010; Jurkat, PMA/ionomycin-induced NF-kB luciferase reporter; in the data active = inhibition above about 50%
Active calls of the source: *.

compound,CHOP UPR activ,TIM10 inh,tim10-1 inh,XBP1 UPR activ,tim23-1 inh,Mdm2-MdmX inh,697 NFkB inh,Jurkat NFkB inh
O=C(COC(=O)C1(c2ccc(Cl)cc2)CCCC1)NC1CCS(=O)(=O)C1 (stereo not drawn),-1.9,11,18,-1,16,-18,-4,-5
Cc1ccc(-c2c(C)sc3nc(CN4CCN(CC(=O)NC5CC5)CC4)[nH]c(=O)c23)cc1,-0.4,9,16,0,10,3,2,14
CCOc1ccc(-c2cc(C(=O)OC)[nH]n2)cc1,3.2,-16,16,5,26,-33,5,-90
CCCCNS(=O)(=O)c1ccc2nc(-c3cccnc3)cc(C(=O)NCCCN(CC)CC)c2c1,0.2,8,6,0,-1,-9,-27,-6
CCC(c1nnnn1CCc1ccccc1)N(Cc1ccco1)Cc1cc2cccc(C)c2[nH]c1=O (stereo not drawn),-1.0,10,24,-3,36,2,9,9
CCC(=O)N(Cc1cc2ccccc2[nH]c1=O)c1ccccc1OC,4.1,4,22,-3,18,-4,6,5
CCc1cc2cc(C)c(C)cc2nc1SCC(=O)Nc1cc(C)on1,0.8,0,-1,1,-7,44,18,11
Cn1cccc1/C=N/NC(=O)Cn1cnc2ccccc21,-9.3,-6,15,1,12,10,4,2
CCOc1cc(/C=C(/C#N)c2nc3ccccc3[nH]2)ccc1Oc1ccc([N+](=O)[O-])cn1,10,9,-5,0,-15,49,40*,9
CCc1ccc(-c2cc(C(=O)N/N=C/c3ccco3)[nH]n2)cc1,0.7,-22,-70,6,17,-24,-45,-7
CCSc1nc2c(c(=O)[nH]c(=O)n2C)n1C/C=C(/C)Cl,-1.8,-19,-21,9,1,14,-5,1
COc1ccc([N+](=O)[O-])cc1NC(=O)/C=C/C(=O)O,-1.1,8,15,1,1,5,-66,26
COc1cc(/C=C2/NC(=O)N(Cc3ccccc3F)C2=O)ccc1O,1.3,23,23,-2,11,3,-28,11
COc1cc(C(=O)NCc2ccc(C(=O)NCC(OC)OC)cc2)cc(OC)c1OC,-0.9,-1,18,-1,7,2,-3,-5
COc1cc(OC)c(C2N(c3ccc(Cl)cc3)C(=O)C3CCCN32)cc1OC (stereo not drawn),-1.1,1,10,-2,23,7,0,6
Cc1cccc(CC2CC(=O)N(CCc3ccc4c(c3)OCO4)C2=O)c1 (stereo not drawn),-0.3,-5,-8,2,21,8,3,-2
Cc1ccc(S(=O)(=O)NCCSCc2ccco2)cc1,0.4,20,16,0,20,-12,11,-2
CC(=O)Nc1ccccc1NC(=O)C/C(C)=N/NC(=O)c1cccnc1,1.6,-5,-1,-4,-4,3,8,12
CCOc1ccccc1NC=C1C(=O)OC(C)(C)OC1=O,0.4,13,20,8,23,8,19,14
CC(Sc1ncnc2c1cnn2-c1ccccc1)C(=O)NCC1CCCO1 (stereo not drawn),3.5,8,9,-1,16,23,-19,-10
Cc1cc(=O)n2c3ccccc3n(CC(O)CN3CCCC3)c2c1C#N (stereo not drawn),-0.1,6,0,-4,9,20,23,4
COc1ccc(C(=O)NN=C(Cc2ccccc2)Cc2ccccc2)cc1OC,0.2,14,16,-2,16,27,9,17
CCN1CCN(C(c2cccs2)C(C)NC(=O)c2ccccc2)CC1 (stereo not drawn),0.9,4,-11,-2,-12,5,8,-7
COc1ccc(NC2CCCN(C(=O)c3ccc4nc(C)c(C)nc4c3)C2)cc1OC (stereo not drawn),-0.5,2,14,-4,8,-5,0,5

Entries from the list above that contain a cyano group:
compound,CHOP UPR activ,TIM10 inh,tim10-1 inh,XBP1 UPR activ,tim23-1 inh,Mdm2-MdmX inh,697 NFkB inh,Jurkat NFkB inh
CCOc1cc(/C=C(/C#N)c2nc3ccccc3[nH]2)ccc1Oc1ccc([N+](=O)[O-])cn1,10,9,-5,0,-15,49,40*,9
Cc1cc(=O)n2c3ccccc3n(CC(O)CN3CCCC3)c2c1C#N (stereo not drawn),-0.1,6,0,-4,9,20,23,4

Following part:
compound,CHOP UPR activ,TIM10 inh,tim10-1 inh,XBP1 UPR activ,tim23-1 inh,Mdm2-MdmX inh,697 NFkB inh,Jurkat NFkB inh
O=C(Nc1ccc(C(F)(F)F)cc1)c1ccc2nc[nH]c2c1,1.0,7,8,3,-3,-6,-17,-15
Cc1ccc(/C=N/NC(=O)c2ccccc2OCc2cccc(Br)c2)o1,1.5,-1,25,-2,43,-13,-4,2
Cc1nc2ccc(NC(=O)NCc3ccco3)cc2s1,2.6,-5,5,3,-6,-22,-16,-11
COc1ccc(CCNC(=S)N2CCN(S(=O)(=O)c3ccccc3F)CC2)cc1,4.6,11,35,0,36,20,13,14
COC(=O)c1ccc(N2CCN(c3ccccc3)CC2)c(NC(=O)C2CC2)c1,-0.3,-9,-8,-5,-3,-31,1,5
O=c1[nH]c(CCl)nc2cc(-c3ccc(Cl)cc3)sc12,20,11,26,-5,30,81*,-38,-68
COc1ccc(N2CC(C(=O)N/N=C/c3ccc(C)cc3)CC2=O)cc1 (stereo not drawn),-3.5,13,22,0,17,52*,-37,55*
Cc1cc(=O)oc2c(C)c(OC3CCCCC3=O)ccc12 (stereo not drawn),2.9,6,8,1,11,3,1,5
CCOC(=O)[C@@H]1[C@H]2COc3ccc(Br)cc3[C@H]2N2C(=O)N(c3ccc(F)cc3)C(=O)[C@]12C,0.5,13,-76,0,14,-15,3,16
CCOc1ccc(/C=C/C(=O)N(CC)CC(=O)NCc2cccs2)cc1OC,-1.4,0,7,-4,0,-13,2,-1
Cc1ccc2c(c1)c1c(n2C)C(C(N)=O)CCC1 (stereo not drawn),-2.9,-13,4,-2,15,7,9,8
Brc1ccc(-c2nc(-c3cccnc3)no2)o1,5.3,8,38,1,19,-55,-72,-58
CCOc1ccc(C(=O)CC(=O)C(=O)NCCc2ccc(OC)c(OC)c2)cc1,1.1,15,5,0,19,-5,-16,-3
O=C1Cc2ccccc2C(c2ccccc2)N1 (stereo not drawn),-0.8,12,15,-3,9,14,10,0
C=CCN1C(=O)C2(OCCCO2)c2c(C)ccc(C)c21,-1.1,2,2,-4,8,8,6,1
CCCn1cc(SCC(=O)NCC2CCCO2)c2ccccc21 (stereo not drawn),3.0,-8,14,-1,10,13,3,-14
COCC1CCCN(Cc2cn(Cc3ccccc3)nc2-c2cc3ccccc3o2)C1 (stereo not drawn),1.2,18,27,1,14,12,10,3
Cc1ccc(NC(=O)c2ccc(Cl)cc2Cl)cc1O,5.5,-8,3,-1,13,-198,-84,-94
Cc1ccccc1S(=O)(=O)Cc1ccc(C(=O)NCCCN2CCC(C)CC2)o1,-1.0,-5,3,-5,-9,13,9,4
CCS(=O)(=O)N1CCC(NC(=O)C(Cc2cccc(OC)c2OC)NC(C)=O)CC1 (stereo not drawn),0.4,5,-10,-2,1,-5,-23,4
CC(C)c1cccc(C2=CC(=O)C[C@H](c3ccc(F)cc3)C2)c1,1.5,8,1,-1,34,11,-3,9
CCOC(=O)c1ccc(NC(=S)Nc2cccc(N)n2)cc1,7.7,12,0,4,9,-26,-43,-26
O=C(Cc1cccs1)N1CCN(c2ccccn2)CC1,-2.5,-5,3,-1,5,10,6,12
O=C(CSc1ccccc1)N1CCCC(N2CCN(c3cccc(Cl)c3)CC2)C1 (stereo not drawn),0.2,17,35,-3,28,12,8,0
Cc1ccc(CSc2ccc(-c3cccs3)nn2)cc1,7.5,6,-9,0,-7,-116,-95,-74
O=[N+]([O-])c1ccc(N2CCOCC2)cc1O,0.8,-11,-9,2,17,27,12,17
COc1nc(-c2ccc(Cl)cc2)ccc1-c1noc(-c2ccco2)n1,1.0,-10,24,0,9,54*,-25,-21
CCCN(C(=O)/C=C/c1nc2ccccc2s1)C1CCS(=O)(=O)C1 (stereo not drawn),0.3,9,8,1,14,-9,9,-10
COC(=O)c1cnc(NNC(=O)c2ccc([N+](=O)[O-])cc2)nc1C(F)(F)F,-0.4,-11,-8,-2,19,-18,-6,-18
CS(=O)(=O)N1CCN(C(=S)NCc2ccc(F)cc2)CC1,0.1,3,2,-1,14,-19,6,8
CC(=O)c1ccc2c(c1)C1C=CCC1C(c1cc3c(cc1Br)OCO3)N2 (stereo not drawn),0.5,3,23,4,33,67*,-35,80*
CCCCNC(=O)CSc1nc2ccccc2c(=O)n1C1CCCC1,-3.1,24,23,0,27,24,13,-3
O=C(CSCc1ccc(Br)cc1)Nc1ccc(S(=O)(=O)N2CCOCC2)cc1,-2.0,22,23,-3,36,-6,10,-6
CC1CC1C(=O)OCC(=O)NC(=O)NCc1ccco1 (stereo not drawn),0.6,6,12,-1,-7,21,5,6
COc1ccccc1N=Nc1c(C)[nH]n(-c2ccccc2)c1=O,2.4,-15,-2,1,8,32,15,-1
CCOC(=O)c1c(-c2ccccc2)csc1NC(=O)c1ccc(N2C(=O)CCC2=O)cc1,0.1,-6,2,-2,-3,-7,-19,-7

Compound profiles, from the list above:
Record of O=[N+]([O-])c1ccc(N2CCOCC2)cc1O = CHOP UPR activ = 0.8; TIM10 inh = -11; tim10-1 inh = -9; XBP1 UPR activ = 2; tim23-1 inh = 17; Mdm2-MdmX inh = 27; 697 NFkB inh = 12; Jurkat NFkB inh = 17
Record of CC1CC1C(=O)OCC(=O)NC(=O)NCc1ccco1 (stereo not drawn) = CHOP UPR activ = 0.6; TIM10 inh = 6; tim10-1 inh = 12; XBP1 UPR activ = -1; tim23-1 inh = -7; Mdm2-MdmX inh = 21; 697 NFkB inh = 5; Jurkat NFkB inh = 6

Next part.
compound,CHOP UPR activ,TIM10 inh,tim10-1 inh,XBP1 UPR activ,tim23-1 inh,Mdm2-MdmX inh,697 NFkB inh,Jurkat NFkB inh
COc1ccc(CNc2nc3ccccc3n2CCN2CCOCC2)cc1,-0.9,1,6,1,11,28,-35,-1
COc1ccc(C)cc1N(CC(=O)N1CCOCC1)S(C)(=O)=O,-1.7,0,-12,-1,0,-26,-4,-17
Cc1cc(NC(=O)CSc2nc(-c3cccs3)cc(C(F)(F)F)n2)no1,-1.8,-6,-6,21,1,47,-16,40
CN1C(=O)N(CC(=O)Nc2nccs2)C(=O)C12CCCCC2,-1.0,7,1,-1,12,1,2,-13
O=C(Nc1cccc(S(=O)(=O)N2CCCCCC2)c1)C1CC(=O)N(c2ccc3c(c2)OCCO3)C1 (stereo not drawn),-0.8,-8,-2,-2,-7,18,0,2
COc1ccc(-n2nnnc2SCC(=O)Nc2ccc(OC)cc2OC)cc1,0.5,3,-6,-3,12,-3,-9,-3
Cc1cc(/C=C2\SC(=O)N(CC(=O)Nc3ccccc3F)C2=O)c(C)n1C,4.8,-12,20,-1,9,32,18,-2
CCCCCCn1c(C(C)NC(=O)c2ccco2)nc2ccccc21 (stereo not drawn),2.0,18,24,2,32,3,0,8
COc1ccc(CCNC(=S)Nc2cc(C)cc(C)c2)cc1,-2.8,18,11,-4,15,31,16,6
CCOC(=O)c1sc(NC(=O)COC(=O)Cn2cnc3ccccc32)c(C(=O)OCC)c1C,-0.9,0,21,4,-3,-17,-13,-35
Nc1c(Br)cc(Br)cc1CNC1CCC(O)CC1 (stereo not drawn),-1.2,0,-6,-4,-5,-11,3,4
COC(=O)c1c(NC(=O)CSc2nnc(CNc3ccc(Cl)cc3)o2)sc(C)c1C,0.5,4,8,-8,16,-5,5,-10
